Screens: PubChem BioAssay, Sanford-Burnham Center for Chemical Genomics
GPR35 arrestin U2OS: GPR35 antagonists blocking zaprinast-driven arrestin recruitment, primary screen, imaging, U2OS, beta-arrestin-GFP, zaprinast agonist (AID 2058) | 290,000 tested, 0.052% active | U2OS GPR35 beta-arrestin-GFP translocation imaging, zaprinast antagonism; higher % means a stronger effect | inhibition, % at 10 µM; hits with a dose series show IC50 in µM;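 active means inhibition of at least 50% with at least 30 cells and total cytoplasm GFP at most 10,000,000; inconclusive means under 30 cells or total GFP of 10,000,000 plus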
Siah-1 displacement: Siah-1 peptide-binding antagonists, primary screen, biochemical, fluorescence polarization, rhodamine-plectin, uHTS (AID 1817); 290,000 tested, 0.02% active; E3 ubiquitin-protein ligase SIAH1 (Homo sapiens); Siah-1 / rhodamine-plectin peptide fluorescence polarization; higher % means a stronger effect; one-dose displacement, % at 20 µM; IC50 in µM for titrated hits;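 active means displacement of at least 50% at 20 µM, with a fluorescence ratio check between 0.3 and a set limit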;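 further: plate controls were Siah plus tracer with DMSO for no effect and tracer alone without Siah for full effect; strong numbers were not always called active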
AID2073: inhibitors of Mint1-CaV2.2 protein interaction, biochemical, HTRF (AID 2073) | Voltage-dependent N-type calcium channel subunit alpha-1B (Homo sapiens) | HTRF protein-protein interaction, Mint1-CaV2.2; higher % means a stronger effect | inhibition, % at 20 µM, or IC50 in µM where a hit was titrated | 290,000 tested, 0.19% active; in the data active means inhibition mostly above about 51%, no sharp cut-off; inconclusive means no clear call, values can overlap the other calls; inactive means mostly below about 53%; further: some results filed as inactive read as strong as hits
GPR55 activation: GPR55 agonists via beta-arrestin recruitment, primary screen, imaging, U2OS cells, beta-arrestin-GFP redistribution (AID 1961); G-protein coupled receptor 55 (Homo sapiens); U2OS GPR55 beta-arrestin-GFP redistribution imaging; higher % means a stronger effect; one-dose activation, % at 10 µM; EC50 in µM for titrated hits; 290,000 tested, 0.048% active;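 active means activation above 40% with more than 50 cells counted in the well; inconclusive means wells holding fewer than 50 cells, flagged as toxic or sparse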;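 further: U2OS osteosarcoma cells stably expressing GPR55 and beta-arrestin-GFP; plate controls were DMSO negative control for no effect and LPI positive control for full effect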
NOD1 inhibition: NOD1 signaling inhibitors, primary screen, cell-based, luminescence, uHTS (AID 1578) | NOD1-driven NF-kB luciferase reporter cells, luminescence; higher % means a stronger effect | inhibition, % at 4 µM, or EC50 in µM where a hit was titrated | 290,000 tested, 1% active; in the data active means inhibition mostly above about 36%, no sharp cut-off; inactive means mostly below about 34%;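 further: HEK-293T reporter cells stimulated with the NOD1 agonist gamma-tri-DAP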
KOR beta-arrestin-1: KOR agonists, beta-arrestin recruitment, primary screen, cell-based, luminescence, uHTS (AID 1777) | 280,000 tested, 0.02% active | Kappa-type opioid receptor (Homo sapiens) | KOR beta-arrestin recruitment, luminescence; higher % means a stronger effect | one-dose activation, % at 10 µM; EC50 in µM for titrated hits; in the data active means activation above about 50%, passing the limit was not always enough; further: a part of the inactive calls stands beside numbers as strong as those of hits
HIV fusion peptide: inhibitors of HIV fusion peptide binding, primary screen, biochemical, uHTS, fluorescence dequenching (AID 1986) | cell-free peptide binding, fluorescence dequenching, 30 min; higher % means a stronger effect | one-dose inhibition, % at 20 µM; IC50 in µM for titrated hits | 290,000 tested, 0.3% active; in the data active means inhibition mostly above about 52%, no sharp cut-off; inactive means mostly below about 76%; further: some results filed as inactive read as strong as hits
KOR beta-arrestin-2: KOR antagonists, beta-arrestin recruitment, cell-based, luminescence, uHTS (AID 1778); inhibition, % at 10 µM, or IC50 in µM where a hit was titrated; KOR beta-arrestin recruitment, luminescence, antagonist mode; higher % means a stronger effect; 290,000 tested, 0.091% active; Kappa-type opioid receptor (Homo sapiens); in the data active means inhibition above about 50%; further: strong numbers were not always called active
GPR55 LPI antagonism: GPR55 antagonists blocking LPI-driven arrestin recruitment, primary screen, imaging, U2OS, beta-arrestin-GFP, LPI agonist (AID 2013) | one-dose inhibition, % at 10 µM; IC50 in µM for titrated hits | 290,000 tested, 0.13% active | G-protein coupled receptor 55 (Homo sapiens) | U2OS GPR55 beta-arrestin-GFP translocation imaging, LPI antagonism; higher % means a stronger effect;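 active means spots per cell inhibited over 60%, with over 100 cells counted and total cytoplasm intensity under 500,000; inconclusive means wells with under 100 cells, flagged as likely toxic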;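 further: U2OS cells stably carrying GPR55 and arrestin-GFP stimulated by 5 µM LPI near EC80; imaged beta-arrestin-GFP aggregate spots per cell after agonist stimulation; plate controls were LPI-stimulated DMSO wells for no effect and DMSO wells without LPI for full effect; some results filed as inactive read as strong as hits; confirmed hits need IC50 under 10 µM and bright autofluorescent wells are also inconclusive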
* hit, by the source's call; ? = inconclusive; . = not tested or not shown; [ ] = remark or other dose. Only part of the results is shown (hit frequency here may not be typical).

Under each structure: GPR35 arrestin U2OS | Siah-1 displacement | AID2073 | GPR55 activation | NOD1 inhibition | KOR beta-arrestin-1 | HIV fusion peptide | KOR beta-arrestin-2 | GPR55 LPI antagonism
CCOc1cnc(-c2c(-c3ccccc3Cl)noc2C)o1
  7% | 5% | -2% | 1.1% | -3% | 1.2% | -1.5% | -2% | 22%
CCOc1ccc(NC(=O)Nc2cccc(C(=O)O)c2)cc1
  -5% | 21% | 9% | -0.3% | 97%* | -9.4% | 1.7% | -1% | 11%
COc1ccc(OC)c(C(=O)/C=C/c2cccnc2)c1
  -11% | -1% | 10% | 0.6% | -2% | 3.2% | -0.7% | 6% | 4%
FCCCOc1ccc(-c2nccc(-c3ccccn3)n2)cc1
  -21% | 9% | 4% | 0.2% | -6% | 1.8% | 1.5% | 1% | -3%
Cc1ccc2nc(Nc3nc(=O)c4ccccc4n3C)nc(C)c2c1
  1% | -5% | 14% | -0.1% | -103% | 6.7% | 2.3% | -22% | -11%
CC(CCc1ccccc1)N1CCN(Cc2ccccc2)CC1 (configuration not stated)
  -4% | 3% | 1% | 0.1% | -16% | -3.2% | 1.8% | 0% | 16%
O=C(CC1C(=O)NCCN1Cc1ccccc1)NCCN1CCCCC1=O (configuration not stated)
  -8% | 0% | -6% | -0.2% | -18% | 5.0% | 3.1% | -19% | 6%
CC(=O)Nc1cccc(Oc2ncnc3scc(-c4ccccc4)c23)c1
  -13% | 4% | ? | -0.1% | -3% | -3.1% | -1.5% | 18% | 16%
Cc1ccc2c(c1)N(CC(=O)NC1CCCCCC1)C(=O)c1cccnc1O2
  2% | -3% | ? | -0.1% | 2% | 5.2% | -1.2% | 4% | -1%
CCCS(=O)(=O)C(=C1Nc2ccccc2N1)S(=O)(=O)CCC
  0% | 10% | -5% | -0.1% | -19% | -2.1% | -0.5% | -12% | 6%
CCC(=O)Nc1cc(-c2cc3ccccc3oc2=O)ccc1OC
  2% | -2% | 11% | -0.1% | -36% | -3.6% | -1.6% | -10%[20 µM] | 2%
CC(C)COC(=O)n1c(=O)oc2ccc(S(=O)(=O)N3CCCCC3)cc21
  -1% | -1% | 6% | 0.3% | -7% | 0.2% | -1.2% | 2% | -2%
NS(=O)(=O)c1ccc(N=NN2CCCCC2)cc1
  3% | 19% | 16% | -0.2% | -44% | -0.2% | -0.5% | -11% | 18%
C=C(C)CSc1nc2nc(C)c(Br)cc2[nH]1
  -2% | -4% | -4% | 0.0% | -40% | -2.8% | 3.0% | 18% | 5%
CC(C)CCNC(=O)CCNS(=O)(=O)c1ccc(Cl)cc1
  1% | 4% | 17% | -0.1% | -43% | -2.3% | -0.1% | 36% | 0%
Cc1ccc(-c2cc(C(=O)NCc3ccco3)no2)cc1
  3% | 0% | 7% | -0.4% | -45% | 5.5% | 0.4% | 18% | 11%
COC(=O)Cc1[nH]nc2c1C(c1c[nH]c3ccccc13)C(C#N)=C(N)O2 (configuration not stated)
  -1% | 2% | 5% | -0.1% | -5% | -1.3% | -4.1% | -10% | 10%
CN(C)C(=O)COC(=O)/C=C/c1ccccc1[N+](=O)[O-]
  -16% | 14% | 0% | -0.1% | -2% | -2.5% | 1.8% | 14% | 11%
Cc1cccc(NC(c2ccc(O)cc2)c2ccc3ccc(C)nc3c2O)n1 (configuration not stated)
  -9% | -4% | -12% | 0.3% | 51% | 1.9% | 4.4% | 0% | 2%
CC1CC(C)CN(CCCNC(=O)CN2C(=O)CSc3ccc(S(=O)(=O)N4CCOCC4)cc32)C1 (configuration not stated)
  -8% | 0% | -1% | 0.3% | 12% | 0.6% | 0.1% | -39% | -3%
COc1ccc(/C=C2\CN(Cc3ccccc3)C/C(=C\c3ccc(OC)cc3OC)C2=O)c(OC)c1
  -11% | 2% | -5% | -0.3% | -4% | -3.1% | 1.3% | 10% | 10%
CCc1ccc(NC(=O)c2ccnc(C(C)(C)C)c2)cc1
  0% | 2% | 10% | 0.6% | 29% | 5.8% | -0.1% | -22% | .
Cc1ccc(C(=O)O/N=C(\N)c2cccc([N+](=O)[O-])c2)cc1
  16% | -1% | 4% | 0.3% | -86% | 4.3% | 0.1% | 6% | 2%
COc1ccccc1NC(=O)COc1cc(Br)c(CNCCCN2CCOCC2)cc1OC
  8% | 0% | -11% | 1.7% | 1% | 1.9% | -0.4% | -15% | 1%
CCOC(=O)c1ccc(NC(=O)CN2C(=O)CN(C(C)=O)C2=S)cc1
  3% | 2% | 9% | -0.3% | 53% | 2.7% | 0.1% | -36% | 5%
CC1CN(C(=O)c2ccc(COc3ccccc3Br)o2)CC(C)O1 (configuration not stated)
  14% | -4% | 18% | -0.1% | -31% | -3.0% | 2.2% | -24% | -8%
Cn1cccc1/C=N/NC(=O)Cn1cnc2ccccc21
  13% | -4% | -6% | -0.1% | 13% | . | -3.7% | . | 9%
O=C(Cc1ccccc1)NCC(=O)OCc1cccc([N+](=O)[O-])c1
  -3% | -2% | 2% | -0.1% | -21% | 1.9% | 1.6% | -10% | -17%
COC(=O)c1cc(NC(=O)CN(c2ccc(OC)cc2)S(=O)(=O)c2ccc(F)cc2)ccc1Cl
  5% | -1% | 16% | -0.3% | -6% | 7.7% | 3.7% | 8% | 6%
O=C(N/N=C/c1ccc(Cl)cc1Cl)c1ccc2nc[nH]c2c1
  -8% | 14% | -4% | 0.1% | -17% | -4.3% | 3.4% | -18% | 6%
CCOc1ccccc1C(=O)NCCCCCC(=O)O
  -2% | 0% | -6% | -0.1% | -2% | 3.9% | -0.7% | -3% | 31%
COc1ccc(CNC(=O)C2CCCN(S(=O)(=O)c3cnc[nH]3)C2)cc1 (configuration not stated)
  10% | -2% | 0% | -0.1% | 5% | -5.2% | -1.3% | -11% | -2%
Cc1cccc(-n2c(C)cc(/C=N/NC(=O)c3ccc(CN4CCOCC4)cc3)c2C)c1
  -22% | -5% | 4% | -0.2% | -6% | -2.0% | -0.2% | -26% | -14%
CC(=O)c1ccc(N2CCN(C(=O)C(=O)c3cn(CC(=O)N4CCCCCC4)c4ccccc34)CC2)cc1
  -7% | 8% | 22% | -0.1% | -26% | -0.3% | -1.0% | 19% | 16%
O=C(COc1cccnc1[N+](=O)[O-])NCc1ccccc1
  6% | -5% | 6% | 0.0% | -5% | 4.4% | -0.1% | -28% | 7%
O=C(O)CC(CP(=O)(c1ccccc1)c1ccccc1)C(=O)O (configuration not stated)
  3% | 2% | 1% | -0.2% | -14% | -3.8% | -1.6% | 4% | 5%
O=C(Cc1cccs1)Nc1nncs1
  14% | 0% | -2% | -0.1% | -3% | -1.2% | 3.3% | 15% | 8%
O=C(CN(C(=O)CSc1nc2ccccc2o1)c1ccccc1)NC1CCCCC1
  18% | 4% | 11% | -0.1% | -1% | -0.7% | -3.1% | 3% | 17%
Cc1[nH]c(=O)[nH]c(=O)c1S(=O)(=O)Nc1ccc(F)cc1Cl
  -13% | 3% | 6% | 0.0% | 4% | -6.3% | -0.8% | 14% | -16%
O=C(N/C(=C/c1ccccc1Cl)C(=O)N1CCCCC1)c1ccco1
  6% | -1% | -10% | -0.1% | -11% | 6.2% | 1.9% | -11% | 6%
COc1ccc(C(=O)NCCCOc2cccnc2)cc1OC1CCN(C(C)=O)CC1
  6% | -4% | -3% | 0.0% | -22% | -2.5% | 0.7% | 8% | -14%
Cc1nc(CS(=O)(=O)c2ccc(Cl)cc2)sc1C(=O)O
  16% | 6% | 5% | -0.2% | -11% | 2.8% | -1.7% | 12% | 1%
CCOc1ccc(C(=O)Nc2cc(C)on2)cc1
  -5% | -7% | 27% | -0.2% | -16% | -3.1% | -1.5% | 2% | -1%
N=c1oc2ccccc2cc1-c1nc2ccccc2c(=O)[nH]1
  32% | -5% | 18% | -0.1% | -6% | 5.1% | -2.2% | -39% | -4%
CCC(=O)NNC(=O)Cc1c(C)n(C(=O)c2ccc(Cl)cc2)c2ccc(OC)cc12
  14% | 2% | 3% | 0.0% | -7% | -2.5% | -1.3% | -9% | -2%
COc1ccc(S(=O)(=O)N2CCCCC2)cc1C(C)C
  3% | 2% | 15% | -0.1% | -2% | -3.4% | 0.0% | 10% | -2%
C[C@@H](C(=O)N[C@@H](Cc1c[nH]c2ccccc12)C(=O)O)n1nnc2ccccc2c1=O
  5% | 4% | 0% | 0.0% | -2% | 3.1% | -0.3% | 10% | 12%
C/C(CC(=O)Nc1ccc(F)cc1)=N\NC(=O)c1ccccn1
  3% | 19% | 3% | -0.3% | -31% | -3.5% | -0.3% | -6% | -8%
COC(=O)c1cc(=O)nc2scc(C)n12
  0% | -5% | 25% | -0.2% | -22% | -1.1% | -0.1% | 24% | 15%
COc1ccc(-c2csc3ncnc(Nc4ccc(O)cc4)c23)cc1
  11% | -2% | 15% | -0.3% | 16% | 1.6% | -2.9% | -26% | -2%
O=C(O)Cn1c(SCc2ccccc2)nc2ccccc21
  4% | 2% | 1% | -0.1% | -17% | 3.6% | 0.4% | 10% | -11%

Molecules listed so far containing a thiophene ring, fused or not (three):
Under each structure: GPR35 arrestin U2OS | Siah-1 displacement | AID2073 | GPR55 activation | NOD1 inhibition | KOR beta-arrestin-1 | HIV fusion peptide | KOR beta-arrestin-2 | GPR55 LPI antagonism
CC(=O)Nc1cccc(Oc2ncnc3scc(-c4ccccc4)c23)c1
  -13% | 4% | ? | -0.1% | -3% | -3.1% | -1.5% | 18% | 16%
O=C(Cc1cccs1)Nc1nncs1
  14% | 0% | -2% | -0.1% | -3% | -1.2% | 3.3% | 15% | 8%
COc1ccc(-c2csc3ncnc(Nc4ccc(O)cc4)c23)cc1
  11% | -2% | 15% | -0.3% | 16% | 1.6% | -2.9% | -26% | -2%
